# EBNA-1 inh = EBNA-1 DNA-binding inhibitors, primary screen, biochemical, fluorescence polarization. inhibition, % at 14.8 µM. 0.34% of 300,000 active; in the data active means inhibition above about 28%
# core dimer inh = inhibitors of HCV core protein dimerization, primary screen, biochemical, TR-FRET, high-throughput | TR-FRET GST/Flag-core106 dimerization, 1536-well | inhibition, % at 5 µM | 0.33% of 300,000 active | AID 1899, 2009;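 active means inhibition above the mean of all tested compounds plus 3 SD, set per screening campaign, cut at about 45% in these data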
#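 assay system = GST-tagged and Flag-tagged HCV core protein residues 1-106 | controls = unlabelled core106 and no-GST-core106 wells | incubation = compound-protein-antibody incubation 4 h at 22.5 °C | probe or stimulus = Eu donor and XL665 acceptor anti-tag antibodies | read-out = % inhibition based on acceptor/donor emission ratio | signal = TR-FRET 671 and 617 nm emission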
# TPT1 inh = Candida albicans TPT1 enzyme inhibitors, primary screen, biochemical, fluorescence polarization. inhibition, % at 5 µM. 0.81% of 300,000 active. tRNA 2'-phosphotransferase TPT1 (Candida albicans SC5314). AID 1962, 2009. recombinant caTPT1, FP RNA substrate dephosphorylation;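 active means inhibition above the mean of all tested compounds plus 3 SD, set per screening campaign, cut at about 24% in these data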;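 further: plate controls were DMSO alone for no effect and ferristatin control at 100 nM for full effect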
# PP1 inh = PP1-alpha phosphatase inhibitors, primary screen, counter-screen for PP5 inhibitor project, biochemical, fluorescence, OMFP substrate, single point; 0.9% of 320,000 active; inhibition, % at 6.7 µM; purified PP1alpha;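 active means inhibition above the mean inhibition of all tested compounds plus 3 SD, computed separately for each screening campaign, cut at about 15% in these data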
# Target sequence (P62136 whole entry, looked up): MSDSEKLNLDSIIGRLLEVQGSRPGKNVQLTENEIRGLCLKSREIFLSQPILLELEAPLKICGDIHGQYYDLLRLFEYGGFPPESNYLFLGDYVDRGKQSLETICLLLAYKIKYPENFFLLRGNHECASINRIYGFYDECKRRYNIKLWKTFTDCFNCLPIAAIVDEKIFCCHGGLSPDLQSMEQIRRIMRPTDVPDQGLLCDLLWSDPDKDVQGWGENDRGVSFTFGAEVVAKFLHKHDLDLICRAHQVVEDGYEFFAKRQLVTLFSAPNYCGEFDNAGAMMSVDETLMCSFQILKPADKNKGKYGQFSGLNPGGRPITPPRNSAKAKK
# ZTA counter = blocks Epstein-Barr virus ZTA, an EBNA-1 counter-screen | 0.15% of 320,000 active | inhibition, % at 11 µM | ZTA-DNA binding, fluorescence polarization | P03206; in the data active means inhibition above about 33%
# Target sequence (P03206 whole entry, looked up): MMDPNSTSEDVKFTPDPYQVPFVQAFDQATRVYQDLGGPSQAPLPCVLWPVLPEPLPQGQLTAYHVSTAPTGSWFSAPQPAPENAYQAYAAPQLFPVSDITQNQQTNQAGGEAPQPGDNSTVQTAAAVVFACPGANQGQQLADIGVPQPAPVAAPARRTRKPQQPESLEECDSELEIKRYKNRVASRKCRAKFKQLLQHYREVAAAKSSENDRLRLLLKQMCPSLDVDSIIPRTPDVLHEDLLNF
# Fh CTSL1 inh = Fasciola hepatica cathepsin L1 inhibitors, primary screen, counter-screen for PFM18AAP inhibitor project, biochemical, QFRET, fluorogenic peptide substrate | recombinant F. hepatica cathepsin L1, Z-Leu-Arg-MCA fluorescence | inhibition, % at 5.96 µM | 0.49% of 300,000 active | AID 1906, 2009;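 active means inhibition above the mean of all tested compounds plus 3 SD, set per screening campaign, cut at about 17% in these data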;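 further: 0% = plate median of test compound wells and 100% = 1 µM Z-Phe-Ala-diazomethylketone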
# Yeast superoxide = reduction of superoxide in aged yeast, primary screen, HTS; 0.18% of 330,000 active; superoxide response (% of plate mean), % at 10 µM; S. cerevisiae aged cells, superoxide DHE fluorescence; hits give low values;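 active means superoxide response under a set limit, about three screen SD below normal, cut at about 65% in these data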;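 further: yeast aged for seven days with compound at 30 °C before DHE staining; 100% = average MFI of all compound-treated wells on the plate with controls excluded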
# GASC-1 inh = inhibitors of GASC-1 histone demethylase, primary screen, biochemical, fluorescence, DELFIA europium | Lysine-specific demethylase 4C (Homo sapiens), Q9H3R0 | GST-JMJD2C(1-420) H3K9me3 demethylation | inhibition, % at 2.35 µM | 0.069% of 330,000 active;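 active means more than half of a compound's replicate wells show inhibition beyond 50%, single wells judged on their own value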;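 further: signal counts dimethyl H3K9 product captured on neutravidin plate; 0% = median of DMSO wells and 100% = 0.3 times that DMSO median; strong numbers were not always called active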
# Target sequence (Q9H3R0 1-420 limits assumed): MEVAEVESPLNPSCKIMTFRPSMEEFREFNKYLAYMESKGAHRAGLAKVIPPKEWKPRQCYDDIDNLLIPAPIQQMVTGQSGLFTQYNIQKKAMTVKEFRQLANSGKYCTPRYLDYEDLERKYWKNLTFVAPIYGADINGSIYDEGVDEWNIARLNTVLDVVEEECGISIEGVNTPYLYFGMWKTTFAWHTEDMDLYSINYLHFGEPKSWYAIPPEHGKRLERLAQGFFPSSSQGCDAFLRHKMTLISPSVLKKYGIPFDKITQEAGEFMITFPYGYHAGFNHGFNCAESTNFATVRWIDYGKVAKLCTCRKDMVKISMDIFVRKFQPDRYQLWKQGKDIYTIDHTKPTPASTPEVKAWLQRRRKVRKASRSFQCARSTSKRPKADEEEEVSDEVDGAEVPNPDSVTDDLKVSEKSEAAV
# PP5 primary = PP5 phosphatase inhibitors, primary screen, biochemical, fluorescence | purified PP5c, OMFP substrate fluorescence | inhibition, % at 6.7 µM | 0.18% of 320,000 active | AID 1987, 2009;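 active means inhibition above the campaign's mean inhibition across all tested compounds plus 3 SD, cut at about 9.5% in these data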;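 further: 0% = DMSO only and 100% = 100 µM cantharidin control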
# * marks the source's active call; other numbers are inactive results; . = not tested or not shown; & = joins results of further samples.
Molecule	EBNA-1 inh	core dimer inh	TPT1 inh	PP1 inh	ZTA counter	Fh CTSL1 inh	Yeast superoxide	GASC-1 inh	PP5 primary
COc1ccc(C(=O)NNC(=O)CSc2nnnn2-c2cc(OC)cc(OC)c2)cc1	-3.7	-1.1	-2.6	0.3	-2.6	-3.0	113.8	0.1	1.9
NC(=O)CN(Cc1ccccc1)S(=O)(=O)c1ccc2c(c1)OCCO2	-7.9	-9.9	-1.3	3.8	-7.5	-6.0	116.5	-15.4	-4.1
Cc1cc(C(=O)O/N=C(\N)c2ccncc2)ccc1[N+](=O)[O-]	11.7	-6.2	-1.9	-2.2	0.6	4.8	105.7	-12.5	0.8
CCN(CC(=O)NC(C)(C)C)C(=O)C(c1ccccc1)c1ccccc1	-5.0	-3.7	-2.8	-6.3	-1.3	-0.3	100.9	-4.4	1.9
CCNS(=O)(=O)c1ccc(NC(=O)Nc2ccc3c(c2)OCO3)cc1	-10.6	-1.3	1.4	0.0	2.8	-1.6	102.2	-23.6	2.6
Cc1ccccc1CS(=O)(=O)c1cn(CC(=O)N2CCOCC2)c2ccccc12	-1.0	-1.4	1.3	-3.4	-1.0	1.0	95.2	-8.9	2.0
CCC(C)c1ccc(NC(=S)NCCn2cc(Br)cn2)cc1 (configuration not stated)	2.8	2.6	-4.4	4.2	-15.2	-0.8	94.6	1.6	3.9
O=C(O)c1cc(N/N=C/c2ccc3c(c2)OCCO3)ccc1Cl	15.0	-5.4	-2.4	-1.1	15.5	1.3	88.4	0.8	-0.9

# 2 entries from above, with each value named:
> Cc1ccccc1CS(=O)(=O)c1cn(CC(=O)N2CCOCC2)c2ccccc12
  EBNA-1 inh = -1.0; core dimer inh = -1.4; TPT1 inh = 1.3; PP1 inh = -3.4; ZTA counter = -1.0; Fh CTSL1 inh = 1.0; Yeast superoxide = 95.2; GASC-1 inh = -8.9; PP5 primary = 2.0
> O=C(O)c1cc(N/N=C/c2ccc3c(c2)OCCO3)ccc1Cl
  EBNA-1 inh = 15.0; core dimer inh = -5.4; TPT1 inh = -2.4; PP1 inh = -1.1; ZTA counter = 15.5; Fh CTSL1 inh = 1.3; Yeast superoxide = 88.4; GASC-1 inh = 0.8; PP5 primary = -0.9

# Remaining list, next part:
Molecule	EBNA-1 inh	core dimer inh	TPT1 inh	PP1 inh	ZTA counter	Fh CTSL1 inh	Yeast superoxide	GASC-1 inh	PP5 primary
Cc1ccccc1-c1nnn(CC(=O)N2CCN(S(=O)(=O)c3ccc(Cl)cc3)CC2)n1	8.3	14.5	-4.0	0.7	6.5	2.2	101.8	3.4	2.0
O=C(NCCC1CCCCN1S(=O)(=O)c1ccccc1)C(=O)NCc1ccco1 (configuration not stated)	-5.6	-0.8	-1.9	-5.5	9.9	-4.2	94.6	-7.9	-2.1
CCn1c(C(C)NC(=O)c2ccccc2C)n[nH]c1=S (configuration not stated)	10.8	2.9	-0.5	-1.1	14.6	3.0	96.3	5.1	-1.4
O=C(CSc1nccn1Cc1ccccc1)Nc1ccccc1	-9.7	-7.0	-0.9	0.7	1.5	7.6	105.6	-8.4	3.6
CC(C)C(NC(=O)c1ccccc1)C(=O)OCC(=O)N1CCCC1 (configuration not stated)	.	.	.	-2.5	6.9	.	97.2	2.6	0.7
CC(Oc1cccc(Cl)c1)C(=O)Nc1cc(Cl)ccc1N1CCOCC1 (configuration not stated)	11.9	0.1	-4.1	-1.2	3.1	2.2	89.8	1.4	0.4
COc1cc(NC(=O)CCCC(=O)OCC(F)(F)C(F)F)nc(OC)n1	-3.3	-0.9	2.8	-0.6	3.4	-1.9	87.5	-2.3	3.5
CSc1ccccc1-n1nnnc1SCC(=O)NCc1cccs1	-3.4	14.0	0.8	-3.0	11.3	0.4	97.8	-6.9	-0.8
CC(=O)Nc1nc2n(n1)C(c1ccccc1)C=C(c1ccccc1)N2 (configuration not stated)	7.9	-5.8	-21.8	-2.1	3.6	2.0	104.6	1.7	-0.9
COc1ccc(/C=C/C(=O)OCC(=O)c2ccc[nH]2)cc1	.	.	.	4.3	-3.7	.	84.5	30.0	2.2
O=C(CNC(=O)c1ccc(Cl)cc1)N/N=C/c1cccnc1	5.4	1.0	-0.6	-3.5	-2.5	-0.8	102.5	8.8	-0.4
COc1ccc(CCNc2nc(-c3sc(C)nc3C)cs2)cc1OC	11.1	2.3	2.7	-1.5	10.8	-1.6	109.9	7.2	-1.0
COc1ccc(-c2nnc(SCC(=O)Oc3ccc(C)cc3)o2)cc1	18.1	-3.5	-1.2	-0.1	-2.8	-4.3	89.1	-20.4	-0.3
O=C(N/N=C\c1cc2c(cc1Cl)OCO2)c1cccs1	6.0	4.8	-1.8	-0.8	-4.6	0.8	100.5	21.8	1.5
O=C(CN1C(=O)C2C3C=CC(C3)C2C1=O)Nc1ccc(S(=O)(=O)Nc2nccs2)cc1 (configuration not stated)	1.9	-0.8	7.4	0.5	6.1	-3.3	99.4	1.9	-1.4
COc1ccccc1C1NC(=O)c2ccccc2O1 (configuration not stated)	-5.4	3.3	1.1	1.0	6.5	-0.2	111.9	7.8	-0.6

# 7 compounds from above, arranged by the value under GASC-1 inh, rising:
SMILES | EBNA-1 inh | core dimer inh | TPT1 inh | GASC-1 inh | PP5 primary
COc1ccc(-c2nnc(SCC(=O)Oc3ccc(C)cc3)o2)cc1 | 18.1 | -3.5 | -1.2 | -20.4 | -0.3
CC(=O)Nc1nc2n(n1)C(c1ccccc1)C=C(c1ccccc1)N2 (configuration not stated) | 7.9 | -5.8 | -21.8 | 1.7 | -0.9
O=C(CN1C(=O)C2C3C=CC(C3)C2C1=O)Nc1ccc(S(=O)(=O)Nc2nccs2)cc1 (configuration not stated) | 1.9 | -0.8 | 7.4 | 1.9 | -1.4
COc1ccc(CCNc2nc(-c3sc(C)nc3C)cs2)cc1OC | 11.1 | 2.3 | 2.7 | 7.2 | -1.0
COc1ccccc1C1NC(=O)c2ccccc2O1 (configuration not stated) | -5.4 | 3.3 | 1.1 | 7.8 | -0.6
O=C(N/N=C\c1cc2c(cc1Cl)OCO2)c1cccs1 | 6.0 | 4.8 | -1.8 | 21.8 | 1.5
COc1ccc(/C=C/C(=O)OCC(=O)c2ccc[nH]2)cc1 | . | . | . | 30.0 | 2.2

# The list continues:
Molecule	EBNA-1 inh	core dimer inh	TPT1 inh	PP1 inh	ZTA counter	Fh CTSL1 inh	Yeast superoxide	GASC-1 inh	PP5 primary
COc1ccc(C(=O)NCc2cnn(C)c2)cc1OC1CCN(C(C)C)CC1	13.3	8.2	0.3	-5.9	4.5	-4.2	92.8	1.9	-0.7
CC(C)CN(C(=O)C(C)N1C(=O)c2ccccc2C1=O)c1c(N)n(Cc2ccccc2)c(=O)[nH]c1=O (configuration not stated)	-5.4	3.1	0.5	-5.3	0.2	-1.8	96.7	-5.1	0.4
CCOC(=O)c1c(C)[nH]c(C)c1C(=O)CSc1nnc(-c2ccc(OC(F)F)cc2)o1	18.5	-0.2	-2.1	3.1	15.1	-7.6	102.4	1.6	1.6
Cc1ccc(C(=O)Cn2c(=N)n(CCN3CCOCC3)c3ccccc32)cc1	.	.	.	-4.2	-12.8	.	91.8	1.5	-2.4
COc1ccc(CN2CCc3ccc(NC(=O)c4ccncc4)cc3C2)c(F)c1	5.1	8.4	-0.4	2.6	16.4	-1.7	99.2	1.6	2.3
Cc1c(C(=O)N2CCN(c3ccccc3)CC2)sc2ncnc(N3CCN(c4ccccn4)CC3)c12	-7.2	5.5	-0.9	0.6	14.2	0.6	95.0	-8.8	1.5
CCC(C)/C(C)=N/NC(=O)C1COc2ccccc2O1 (configuration not stated)	1.0	-0.8	-1.8	-1.4	-0.4	3.7	87.8	-2.7	2.5
Fc1ccc(-c2nnc(Cc3nnc(-c4ccc(F)cc4)o3)o2)cc1	10.8	-0.1	1.6	-3.3	5.3	1.4	97.6	0.3	0.7
Cc1ccc(S(=O)(=O)n2nc(OC(=O)c3cccc(F)c3)cc2N)cc1	-2.8	-0.5	-4.8	-1.3	-14.0	-2.9	98.7	-5.8	-0.7
CC(C)c1ccc(NC(=O)CCCC(=O)NCCc2ccccc2)cc1	1.2	0.8	-1.9	-1.7	6.8	-4.3	105.4	7.2	-0.9
O=C(CCc1ccccc1)NC(NC(=S)Nc1ccc(Br)cc1)C(Cl)(Cl)Cl (configuration not stated)	4.9	7.0	-0.6	5.9	-2.2	-0.2	90.3	-0.5	1.2
COc1ccc(-c2oc3ncn(CCN4CCOCC4)c(=N)c3c2-c2ccc(OC)cc2)cc1	0.7	0.3	1.9	4.8	-10.4	4.4	103.3	-4.6	2.2
Brc1ccc2[nH]c3nc(SCCN4CCOCC4)nnc3c2c1	-8.2&6.4	4.4&4.8	0.0&-2.9	0.3&0.8	-1.8&13.1	0.8&8.3	99.0&98.4	3.0&2.0	2.5&-0.4
COc1ccc(OC)c(NC(=O)CSc2nnc(Cc3cccn3C)n2-c2ccc(F)cc2)c1	-6.9	7.1	3.5	-2.4	6.1	0.3	109.1	-8.9&-2.2	1.8
COc1ccc(/C(O)=C2\C(=O)C(=O)N(CC3CCCO3)C2c2cc(OC)ccc2OC)cc1 (configuration not stated)	-1.9	-2.9	-2.8	-0.8	0.5	-1.8	91.6	6.3	-0.4
COc1cc(Cl)c(C)cc1NC(=O)CSc1ccccc1	-0.6	2.6	4.4	1.2	-12.3	0.7	74.2	3.8	4.0
O=C(NCCN1CCOCC1)c1cccc(S(=O)(=O)Nc2ccc(F)cc2)c1	.	.	.	-1.6	-4.0	.	82.0	2.8	-0.4
Oc1ccc(/C=N/Nc2cccc3cccnc23)c(O)c1	13.6	-26.3	-0.6	-1.9	2.3	4.6	84.5	-1.0	2.8
CCN(CC)CCOC(=O)c1ccc(NC(=O)c2ccc(Cl)c(S(=O)(=O)N3CCCCCC3)c2)cc1	-0.7	3.0	2.7	-2.9	6.0	-5.4	83.5	-3.3	0.1
CCC(C)(C)n1nnnc1CN1CCN(C(c2ccccc2)c2ccccc2)CC1	3.0	10.8	-0.1	4.2	8.7	2.8	100.5	-1.6	4.2
Cc1onc(NC(=O)c2ccc([N+](=O)[O-])o2)c1Br	8.9	-3.5	-0.5	-2.6	-1.9	8.8	96.5	5.3	-2.0
CC(=O)Nc1cccc(/C(C)=N/Nc2nc3ccccc3s2)c1	-5.4	-1.3	0.1	-4.5	-4.8	-1.3	86.6	-7.4	0.5
COCCCn1c(SCC(=O)Nc2ccc(C(=O)OC)cc2)nc2ccccc2c1=O	-3.9	1.5	-2.1	-1.0	-7.3	-2.5	90.5	25.1	-0.3
Cc1cc(=O)n2nc(N3CCCC(C(=O)N4CCN(c5ccccc5)CC4)C3)sc2n1 (configuration not stated)	9.1	-5.6	-2.0	-2.7	-9.7	17.4*	104.4	-7.4	1.5

# Screening data deposited in PubChem by several laboratories.
